# S3 lipid droplet = qHTS Assay for Lipid Storage Modulators in Drosophila S3 Cells. Drosophila S3 cells, BODIPY lipid droplet fluorescence, 18-24 h; cells fed with added oleic acid. Potency in µM for hits, for the others lipid storage change, negative = inhibition, % at the top dose, mostly 46.1 µM. 320,000 tested, 0.64% active. AID 2685; active = well fitted inhibition curve with a large enough effect in the signal ratio, with a control signal flat, not every such curve was filed as active; inconclusive = small, poorly fitted or top-dose-only effect, or effect the other way, or a change in a side signal; the % refers to the signal ratio
#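 Drosophila S3 cells got compounds at several concentrations plus oleic acid (400 uM solution). Laser-scanning cytometry with 488 nm excitation read lipid droplets at 500-530 nm and cells at 575-640 nm. Percent activity was relative to 20 uM Triacsin C.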
# S3 lipid droplet cell count max = further read-out of S3 lipid droplet, marked with its call; cell number change, %; measured here: cell count max response;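 cells counted by Cell Tracker Red CMTPX staining in the red channel; peak over a dose series mostly up to 46.1 µM; percent activity relative to internal control wells on each plate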
# Active calls of the source: *; i = inactive; ? = inconclusive; . = not tested or not shown; [ ] = remark or other dose. % is scaled to controls: 0 for no effect and ±100 for the full control effect; potency is read from the fitted curve at half-maximal effect.
# Values run as follows: S3 lipid droplet	S3 lipid droplet cell count max
O=C(/C=C/c1ccc([N+](=O)[O-])cc1)Oc1ccc(/C=N/NC(=O)c2ccncc2)cc1
    ?	.
O=C(NCC12CC3CC(CC(C3)C1)C2)c1nn2c(c1Cl)NC(c1ccco1)CC2C(F)(F)F (stereo not given)
    7%	5
CNc1nnc(CSc2nc(C)cc(C)n2)s1
    ?	.
Cc1ccc(Nc2ncc3c(n2)CC(C)CC3=O)c(C)c1 (stereo not given)
    5%	18
COC(=O)c1c(NC(=O)CS(=O)(=O)c2ccccc2)sc(C)c1C
    ?	.
O=C1CN(C(=O)COc2ccc(Cl)cc2Cl)c2ccccc2N1
    ?	.
Cc1c(C)c2ccc(OCC(=O)Nc3nccs3)cc2oc1=O
    ?	.
O=C(COc1ccccc1)NC1CCCN(Cc2ccccc2F)C1 (stereo not given)
    i	39
Cc1ccc([N+](=O)[O-])c(OCCN2CCCCCC2)c1
    19%	5
COC(=O)[C@H](Cc1ccccc1)NC(=O)N1CCCCC1
    -5%	4
O=C(CCCN1CCC(NC(=O)c2ccccc2)CC1)c1ccc(Cl)cc1
    ?	.
CC(O)c1cccc(NC(=O)CCCc2ccccc2)c1 (stereo not given)
    14%	13
O=C(Nc1ccc(Br)cc1)C(c1ccccc1)c1ccccc1
    -12%	4
O=C(c1ccccc1)N1CCN(CC#Cc2ccccc2)CC1
    12%	-20
CC1(C)CC(=O)c2cn3c(nc2C1)nc1ccccc13
    ?	.
CCCOc1ccc(-c2nc(C#N)c(N3CCc4ccccc4C3)o2)cc1
    ?	.
COc1ccc(C(=O)Nc2ccc(C)cc2C(=O)c2ccccc2)cc1
    -4%	-17
Fc1cc2nccnc2cc1N1CCSCC1
    ?	.
CCC(=O)c1ccc(N2CCN(C(=O)COc3ccc(F)cc3)CC2)c(F)c1
    -9%	14
O=C(Cn1cc(C(F)(F)F)ccc1=O)NCC1CCCO1 (stereo not given)
    17%	15
COc1ccc(OC)c(CNC(=O)c2coc(=O)c3ccccc23)c1
    ?	.
CC1(c2ccc(Cl)cc2)NC(=O)N(CC(=O)N2CCN(S(=O)(=O)c3ccccc3)CC2)C1=O (stereo not given)
    ?	.
COC(=O)C1=C(CSCc2ccccc2)NC(=O)NC1c1cc(C)ccc1C (stereo not given)
    9%	16
COc1ccc2c(c1)C(=O)N1[C@H]3c4cc(C)ccc4OC[C@@H]3[C@H](c3ccccc3)[C@]1(C)C(=O)N2
    10%	11
Cc1c(-c2cccs2)[n+](=O)c2c(n1[O-])CCC2
    -12%	-6
CCN(CC)CCCNc1oc(-c2ccc(OC)c(OC)c2)nc1C#N
    i	24
Cc1ccc(-n2ncc3c2CC(C)(C)CC3NC(=O)CCn2cncn2)cc1 (stereo not given)
    i	-19
CC(=O)N1CCN(C(=O)c2cc(S(=O)(=O)N(C)c3ccc(F)cc3)ccc2Cl)CC1
    -11%	.
Cc1ccc(S(=O)(=O)N2CCN(CC(O)c3ccccc3)CC2)cc1C (stereo not given)
    -26%	-4
CCOc1ccc(NC(C)=O)cc1N
    ?	.

# A second format for some results above.
Compound	S3 lipid droplet	S3 lipid droplet cell count max
O=C(NCC12CC3CC(CC(C3)C1)C2)c1nn2c(c1Cl)NC(c1ccco1)CC2C(F)(F)F (stereo not given)	7%	5
CNc1nnc(CSc2nc(C)cc(C)n2)s1	?	.

# Next part.
# Values run as follows: S3 lipid droplet	S3 lipid droplet cell count max
COc1cccc(-c2nn(-c3ccc(C)cc3)cc2C(=O)N(C)CC(=O)Nc2cccc(F)c2)c1
    6.5µM*	-27*
O=C(Nc1ccc(F)cc1)c1ccc2ncsc2c1
    -8%	.
Cc1ccc(CSc2nc3nc(C)cc(C)c3c(=O)[nH]2)cc1
    ?	.
COC(=O)C1=C(C)N(Cc2ccccc2)C(=NCCCCO)N[C@H]1c1ccccc1
    ?	8
Cc1cc(N2CCN(c3ccccc3)CC2)nc2ccccc12
    ?	.
O=[N+]([O-])c1ccccc1S(=O)(=O)NCCc1ccncc1
    2%	-4
CCn1c(SCC(=O)Nc2ccc3c(c2)OCCO3)nnc1-c1cccs1
    ?	.
O=C(CCc1nc(-c2ccccc2F)no1)NCCc1ccccc1Cl
    ?	.
NC(=O)NCc1ccccc1Cl
    1%	10
CCOC(=O)c1[nH]c2ccccc2c1NC(=O)COC
    ?	.
O=C(CNC(=O)c1ccc(Br)o1)NC1CCCCCC1
    11%	-16
CC(C)(C)N1CC23CCC(C[C@@H]2C1=O)O3 (stereo not given in full)
    ?	.
CCOC(=O)C1=C(c2ccccc2)NC(=O)NC1c1cc(Cl)c(O)c(OC)c1 (stereo not given)
    8%	-1
Nc1cc(-c2ccccc2)nn1S(=O)(=O)c1ccc(F)cc1
    ?	.
O=C(NCc1ccc2c(c1)OCO2)c1cccc([N+](=O)[O-])c1
    ?	.
Cc1sc2nc(SCC(=O)NCCOCCO)nc(N)c2c1C
    ?	.
N#CCCN(C(=O)CSc1ccc2c(c1)OCCO2)c1ccc(F)cc1
    ?	.
CC(Sc1ncnc2c1cnn2-c1ccccc1)C(=O)Nc1ccc(N2CCOCC2)cc1 (stereo not given)
    ?	.
Cn1c(N)c(C(=O)COC(=O)c2ccccc2C(=O)c2ccccc2)c(=O)n(C)c1=O
    ?	.
CNCC[C@H](Oc1ccc(C(F)(F)F)cc1)c1ccccc1
    ?	.
Nc1nonc1-n1nnc(C(=O)N/N=C/c2ccc(Br)cc2)c1CN1CCOCC1
    15%	-3
Cc1ccc(-n2c(SCC(=O)NCc3ccco3)nnc2-c2cccnc2)cc1
    -1%	-11
COc1ccc(C(=O)/C=C/c2ccc(O)cc2)cc1
    2%	-17
CCOC(=O)c1cn(CC)c2cc(Cl)c([N+](=O)[O-])cc2c1=O
    -18%	-4
COc1cccc(NC(=O)CN(C)C(=O)c2ccc(OCC3CCCO3)cc2)c1 (stereo not given)
    -18%[0.0737 µM]	.
C/C(=N\N=C1/SC(CC(=O)O)C(=O)N1c1ccccc1)c1ccc(C)cc1 (stereo not given)
    4%	10
O=C(CN1CCCC1)Nc1c2c(cc3c1CCC3)CCC2
    3%	-6
O=C1CCN(Cc2ccc(O)cc2)CCN1CCO
    ?	.
CCc1nc2c(c(=O)c3ccccc3n2C)c(=O)n1CCc1ccc(OC)cc1
    7%	7
O=C(NCc1ccccc1)C1CC(=O)N(C2CCCCC2)C1 (stereo not given)
    ?	.
Cn1nnc2cc(C(=O)N3CCN(c4ccccn4)CC3)ccc21
    -5%	-24
CCCNC(=O)Cn1cccc1C(=O)c1ccccc1
    ?	.
Cc1noc(C)c1C(=O)OCC(=O)N1CCN(S(=O)(=O)c2ccc3ccccc3c2)CC1
    12%	11
COc1ccc(CCC(=O)OCC(=O)N2CCN(S(=O)(=O)c3ccc(C)cc3C)CC2)cc1
    ?	.
Cc1ccc2cccc(S(=O)(=O)N3CCCc4ccccc43)c2n1
    ?	.
COc1ccc(C(CNC(=O)COc2ccccc2C#N)N2CCOCC2)cc1 (stereo not given)
    ?	.
Cc1cccn2c(=O)c3cc(C(=O)NCCN4CCOCC4)n(C)c3nc12
    ?	.
C=CCN(c1ccccc1)S(=O)(=O)c1cccc2cccnc12
    ?	.
CCn1c(SCC(=O)Nc2nc(C)c(C)s2)nnc1-c1cccnc1
    ?	.
CCCCCC(=O)NC(=S)Nc1ccc2oc(=O)ccc2c1
    ?	.
[O-][n+]1c2ccccc2c2n1CCCN=C2c1ccc(Cl)cc1
    ?	.
O=C(Nc1ccc2c(c1)CCC2)Nc1ccccc1F
    ?	.
CCOC(=O)[C@@H]1[C@H]2COc3ccccc3[C@@H]2N2C(=O)N(c3ccc(C)cc3)C(=O)[C@]12C
    ?	.
CC1CCCCC1NS(=O)(=O)c1ccc(-n2cnnn2)cc1 (stereo not given)
    ?	.
C=CCn1cnc2c(oc3ccccc32)c1=O
    11%	23
O=C(N/N=C/c1ccc2c(c1)OCO2)c1cc(-c2ccco2)nc2ccccc12
    ?	.
COc1cc(OC)cc(-c2c(C#Cc3ccsc3)c3cc(-c4ccc5c(c4)OCCO5)ccc3n2C)c1
    ?	.
COc1ccc(CNc2ncccn2)cc1OC
    -3%	2
NS(=O)(=O)c1ccc(CCNC(=O)c2cc3ccccc3s2)cc1
    ?	.
CC(=O)N1CCN(c2ccc(NCc3ccc(Br)o3)cc2)CC1
    10%	-22
Cc1ccc(O)c(-c2cc(C(=O)NCc3ccccc3)[nH]n2)c1
    ?	.
CCCSC1=N/C(=C\c2ccsc2)C(=O)S1
    9%	7
NNC(=O)c1csc(-c2ncc(C(F)(F)F)cc2Cl)n1
    10%	18
O=C(NCc1ccccn1)c1nn(-c2ccccc2)c(=O)c2ccccc12
    ?	.
CSc1nnc(-c2ccccc2N=Cc2c(C)[nH]n(-c3ccc4ccccc4c3)c2=O)c(=O)[nH]1
    -5%	0
Cc1cc(C)c(NC(=O)CNC(=O)CN2C(=O)NC3(CCCc4ccccc43)C2=O)c(C)c1 (stereo not given)
    i	.
O=C(CS(=O)CC(=O)N(c1ccccc1)C(C(=O)NC1CCCC1)c1cccs1)Nc1ccc(F)cc1 (stereo not given)
    i	.
CCOc1ccc2nc(NC(=O)C3CCCN(S(=O)(=O)c4cccs4)C3)sc2c1 (stereo not given)
    ?	.
COc1cc(NC(=O)c2ccco2)c(OC)cc1NC(=O)Nc1cccc(Cl)c1
    ?	.
O=C(C[n+]1cccc(O)c1)Nc1ccc(Br)cc1
    -14%	.

# (list continues)
# Values run as follows: S3 lipid droplet	S3 lipid droplet cell count max
Cc1cccc(C)c1OCc1cc(C(=O)N2CCNC(=O)C2)no1
    i	21
Cc1ccc(Cl)cc1N1CCN(C(=O)C2CCC(=O)N2C(C)C)CC1 (stereo not given)
    0%	0
CS(=O)(=O)N(CC(=O)Nc1ccccc1)c1cccc(Cl)c1Cl
    ?	.
COc1ccc2c(c1OC)C(=O)OC2CC(=O)c1ccc(O)c(O)c1 (stereo not given)
    ?	.
Cc1nn(-c2ccccc2)c(N)c1Sc1ccc([N+](=O)[O-])cc1
    ?	.
O=c1oc2ccccc2nc1/C=C(O)/C=C\c1ccccc1
    ?	.
O=C(O)C1CCN(C(=O)c2ccc(Cl)cc2)CC1
    ?	.
Cc1ccc(-c2nc(=S)c3c(n2CC2CCCO2)CC(C)(C)OC3)cc1 (stereo not given)
    ?	.
COc1ccc(-c2nc(C#N)c(N3CC(C)OC(C)C3)o2)cc1OC (stereo not given)
    8%	11
CCn1c(SCC(=O)Nc2ccccc2)nc2nc3c(cc2c1=O)COC(C)(C)C3
    ?	.
COc1ccc(N2C(=O)CC(Nc3ccc(F)cc3)C2=O)c([N+](=O)[O-])c1 (stereo not given)
    ?	.
COc1ccc(CNC(=O)CSc2ncn[nH]2)cc1OC
    i	8
CCOc1ccccc1N1CC(C(=O)NNC(=O)c2ccc(F)cc2)CC1=O (stereo not given)
    28%	8
CS(=O)(=O)N1CCC(Oc2cccc(C(=O)NCCCOc3cccnc3)c2)CC1
    -4%	-5
COc1ccc(-c2nnc(SCC(=O)Nc3nncs3)o2)cc1
    -3%	-7
Cc1ccc(CCN2CC(C(=O)NCc3ccc4c(c3)OCO4)CC2=O)cc1 (stereo not given)
    -3%	18
C=CCn1c(C)c(C(=O)OCC)c2cc(O)c3ccccc3c21
    ?	.
COC(=O)C(Cc1ccc(OC(=O)c2ccc(Cl)cc2)cc1)N1Cc2ccccc2C1=O (stereo not given)
    9%	-21
COc1ccc(S(=O)(=O)N2CCOC2CNC(=O)C(=O)NCCc2c[nH]c3ccccc23)cc1 (stereo not given)
    16%	7
COc1ccc(S(=O)(=O)N2CCC(C(=O)NCCC(=O)NC3CC3)CC2)cc1
    i	.
CC(C(=O)Nc1ccc2[nH]c(=O)[nH]c2c1)N1CCN(Cc2ccc3c(c2)OCO3)CC1 (stereo not given)
    ?	.
O=C(c1ccc(Cl)cc1Cl)c1ncc(C(F)(F)F)cc1Cl
    -11%	-19
COc1ccc(-n2cc(CNCCCN3CCCC3=O)c(-c3ccccc3Cl)n2)cc1
    1%	0
COc1ccc(C(=O)C(CO)Oc2ccccc2OC)cc1OC (stereo not given)
    -6%	-20
CCOc1ccccc1OCCCC(=O)NC1CCCc2ccccc21 (stereo not given)
    -8%	2
COc1cc2nc(N(CCN(C)C)C(=O)c3ccc4ccccc4c3)sc2cc1OC
    ?	.
COc1ccc(-c2cc(C3CC3)nc(N)c2C#N)cc1
    ?	.
COc1cccc(NC(=O)CCC(=O)Nc2cccc(OC)c2)c1
    -9%	-5
COc1cc(C2C3C(=O)N(c4ccc(F)cc4)C(=O)C3ON2c2ccccc2)ccc1O (stereo not given)
    -13%	1
CCc1ccc(CN(C)C(=O)CCc2nnc(CCc3ccccc3OC)o2)nc1
    ?	.

# Full records, looked up by structure. Order of screens: S3 lipid droplet	S3 lipid droplet cell count max
# Profile of COc1ccc(-c2cc(C3CC3)nc(N)c2C#N)cc1 → ?	.
# Profile of Cc1ccc(Cl)cc1N1CCN(C(=O)C2CCC(=O)N2C(C)C)CC1 (stereo not given) → 0%	0
# Profile of COc1ccc(-n2cc(CNCCCN3CCCC3=O)c(-c3ccccc3Cl)n2)cc1 → 1%	0
# Profile of Cc1ccc(-c2nc(=S)c3c(n2CC2CCCO2)CC(C)(C)OC3)cc1 (stereo not given) → ?	.
# Profile of O=C(c1ccc(Cl)cc1Cl)c1ncc(C(F)(F)F)cc1Cl → -11%	-19

# Bioassay records deposited in PubChem by National Center for Advancing Translational Sciences (NCATS).

# Some of the compounds tested (hit frequency here may not be typical).
